ADAM17 inh = inhibits human ADAM17; 370,000 tested, 0.83% active; inhibition, % at 6.95 µM; P78536; recombinant ADAM17, EDANS/DABCYL FRET peptide cleavage;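 active = inhibition above the mean of compounds lying between control limits plus 3 SD, set per campaign, cut at about 8.5% in these data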;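 note: 0% = DMSO-only wells as the low control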
hcDAF12 agonist = activates DAF-12 receptor from parasite H. contortus. HEK293 hcDAF-12 lit1-tk-luc reporter, luminescence; 0% DMSO, 100% Δ7-dafachronic acid. activation, % at 6.8 µM. 370,000 tested, 1.4% active. AID 652067;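 active = activation above the mean of all tested compounds plus 3 SD, cut at about 5.5% in these data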;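 note: 100% = response to 3 µM Δ7-dafachronic acid high control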
SMARCA2 act = activators of SMARCA2 function | MG213 cells, MMTV-luciferase reporter, dexamethasone, overnight | activation, % at 9.1 µM | 370,000 tested, 1% active | AID 652017; in the data active = activation above about 7.8%;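 note: 0% = vehicle wells and 100% = reference activator wells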
DAX1 inh-1 = inhibitors of DAX1 repression of SF-1 activated StAR promoter; AID 652010; HEK293T StAR-luciferase reporter, SF-1/DAX-1 repression relief; inhibition, % at 6.8 µM; 370,000 tested, 1.1% active;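 active = inhibition above the mean over all tested compounds plus 3 SD, cut at about 3.6% in these data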;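 note: 0% = DAX-1 cells with DMSO and 100% = cells lacking DAX-1 with DMSO; higher inhibition means more luminescence from relief of DAX-1 repression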
NPR1 activator = GC-A (human) enzyme activation | 370,000 tested, 0.14% active | HEK293 GC-A cells, cGMP TR-FRET, EC30 ANP; 0% at EC30 ANP, 100% saturating ANP | P16066 | activation, % at 10 µM; in the data active = activation above about 40%
Target sequence (P16066 whole entry, looked up): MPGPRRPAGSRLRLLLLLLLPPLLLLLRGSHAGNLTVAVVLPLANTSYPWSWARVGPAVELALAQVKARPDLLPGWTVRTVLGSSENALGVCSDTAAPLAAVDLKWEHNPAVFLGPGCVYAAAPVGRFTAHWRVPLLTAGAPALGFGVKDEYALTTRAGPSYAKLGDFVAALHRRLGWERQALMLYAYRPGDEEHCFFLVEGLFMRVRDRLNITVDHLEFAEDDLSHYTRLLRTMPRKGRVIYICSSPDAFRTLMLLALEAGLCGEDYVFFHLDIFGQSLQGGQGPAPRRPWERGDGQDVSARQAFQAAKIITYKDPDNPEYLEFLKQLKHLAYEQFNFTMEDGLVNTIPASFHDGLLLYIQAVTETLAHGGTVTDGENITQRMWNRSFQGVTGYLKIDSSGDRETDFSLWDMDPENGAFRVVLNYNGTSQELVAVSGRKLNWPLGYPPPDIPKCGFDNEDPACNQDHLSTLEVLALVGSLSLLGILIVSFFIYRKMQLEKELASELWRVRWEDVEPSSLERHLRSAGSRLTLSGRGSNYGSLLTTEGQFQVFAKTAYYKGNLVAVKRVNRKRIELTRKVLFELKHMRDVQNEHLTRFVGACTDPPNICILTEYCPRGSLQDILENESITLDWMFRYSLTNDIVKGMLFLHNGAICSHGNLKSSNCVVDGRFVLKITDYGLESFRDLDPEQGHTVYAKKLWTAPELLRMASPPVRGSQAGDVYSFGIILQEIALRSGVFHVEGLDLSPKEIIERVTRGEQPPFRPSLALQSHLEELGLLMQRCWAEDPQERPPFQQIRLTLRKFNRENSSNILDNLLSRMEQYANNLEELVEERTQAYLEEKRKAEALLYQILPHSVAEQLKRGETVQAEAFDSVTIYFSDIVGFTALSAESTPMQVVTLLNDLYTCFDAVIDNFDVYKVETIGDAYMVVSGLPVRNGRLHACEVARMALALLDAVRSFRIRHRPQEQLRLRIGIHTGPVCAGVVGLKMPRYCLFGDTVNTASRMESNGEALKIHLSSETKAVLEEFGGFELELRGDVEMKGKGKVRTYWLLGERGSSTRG
hgDAF-12 ag = activates the H. glycines DAF-12 receptor ligand-binding domain; activation, % at 6.8 µM; HEK293 GAL4-hgDAF12 UAS-luciferase reporter, agonist luminescence; normalized to butyrate control; 370,000 tested, 1.8% active; AID 687014;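 active = activation above a cutoff set at the mean of all screened compounds plus 3 SD, cut at about 10% in these data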;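 note: 0% = DMSO wells and 100% = sodium butyrate wells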
PG9 binder = small molecules binding HIV-1 gp120 antibody PG9. inhibition, % at 6.7 µM. 360,000 tested, 0.43% active. TR-FRET gp120-PG9 antibody binding; in the data active = inhibition above about 8.5%
DAX1 inh-2 = inhibitors of human orphan nuclear receptor DAX1 (NR0B1) | HEK293 Gal4-DAX1 luciferase reporter, luminescence | inhibition, % at 6.75 µM | 340,000 tested, 0.99% active | AID 504766;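 active = inhibition above the mean over all tested compounds plus 3 SD, cut at about 4.2% in these data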;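 note: 0% = DAX1-transfected cells with DMSO and 100% = empty-vector control cells with DMSO; inhibition shows as a rise in luminescence from relieved DAX1 repression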
FXN GAA850 act = activators of GAA850 frataxin (FXN) promoter; 360,000 tested, 0.56% active; HEK293 lucGAA850 FXN promoter luciferase reporter, 24 h; percent of 10 µM SAHA response; activation, % at 6 µM;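 active = activation above the average of all compounds screened plus 3 SD, cutoff fixed separately per campaign, cut at about 7.5% in these data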;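 note: 0% = DMSO wells and 100% = 10 µM SAHA wells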
ADAM10 inh = inhibits human ADAM10; 370,000 tested, 0.62% active; inhibition, % at 7 µM; AID 720582; recombinant ADAM10, EDANS/DABCYL FRET peptide cleavage, 3 h;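 active = inhibition above a per-campaign cutoff equal to the mean of compounds falling between control-based bounds plus 3 SD, cut at about 20% in these data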;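 note: 0% = DMSO wells while the 100% control is not disclosed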
ssDAF12 agonist = activates DAF-12 receptor from parasite S. stercoralis; HEK293 ssDAF-12/GRIP1 lit1-tk-luc reporter, luminescence; % of 3 µM dafachronic acid response; activation, % at 6.8 µM; 370,000 tested, 1% active; AID 652126;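 active = activation above the mean over all tested compounds plus 3 SD, cut at about 0.9% in these data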;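 note: 0% = DMSO-only wells and 100% = 3 µM delta7-dafachronic acid wells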
The depositor's hits bear a star; i = inactive; x = not tested or not shown. Hits appear at their usual frequency. About 6.8% of those tested had a hit in this group.

The line under a structure holds: ADAM17 inh	hcDAF12 agonist	SMARCA2 act	DAX1 inh-1	NPR1 activator	hgDAF-12 ag	PG9 binder	DAX1 inh-2	FXN GAA850 act	ADAM10 inh	ssDAF12 agonist
CCN(CC(=O)Nc1ccc(NC(C)=O)cc1)C(=O)c1ccc(C(=O)c2ccccc2)cc1
    2	0.4	-1	-0.9	1	-1.4	-3.0	0.6	2.1	-3	-0.8
C#CCOCCOCCOCCNc1nc(N2CCN(C(=O)[C@H](CCCCN)n3cc(CCCC)nn3)CC2)nc(N2CCN(C(=O)[C@H](CCCCN)n3cc(CCC(=O)O)nn3)CC2)n1
    -5	0.3	1	-0.1	-1	-0.7	2.1	-0.3	1.4	-8	-1.5
CNc1ccccc1C(=O)OCC(=O)N1CCN(c2ccc(OC)cc2)CC1
    -327	0.2	-1	-1.4	-2	-1.1	-1.0	-0.6	3.4	i	-1.2
CCOC(=O)N1CCN(CC(O)COCc2cc(OC)c(OC)c(OC)c2)CC1 (centres undefined)
    4	-2.3	-2	0.2	2	0.6	-0.2	-0.8	4.0	5	-0.2
Cc1cc(C)n(-c2nc(NCCCN(C)C)c3c4c(sc3n2)CCCC4)n1
    -18	0.2	-1	0.1	-4	-1.4	-1.6	x	-0.5	-31	-1.3
COc1ccc(N/C=C\C(=O)c2ccc3c(c2)OCO3)cc1
    -4	0.1	2	-0.2	7	2.0	0.5	0.4	5.9	-6	-0.9
COc1ccc(/C(C)=N/Nc2nncc3ccccc23)cc1
    -9	4.5	2	3.1	0	10	-2.3	-0.2	4.1	3	0.8
O=C(NC1CCCCC1)C1c2ccccc2OCC(=O)N1C1CC1 (centres undefined)
    -4	-1.1	-5	-0.4	-8	0.8	1.2	x	x	-14	-0.6
COc1ccc(CNC(=O)c2cnc3scc(C)n3c2=O)cc1
    -60	-0.3	-3	0.4	-2	-1.5	-0.7	-0.9	2.2	-252	-2.0
O=C1NC(=Nc2ccccc2)S/C1=C\C=C\c1ccco1
    -2	1.7	3	1.5	-7	1.0	-2.6	0.4	5.9	-10	-0.9

A draw from above in order of heavy-atom count, lowest first:
The line under a structure holds: ADAM17 inh	hcDAF12 agonist	SMARCA2 act	DAX1 inh-1	NPR1 activator	hgDAF-12 ag	PG9 binder	DAX1 inh-2	FXN GAA850 act	ADAM10 inh	ssDAF12 agonist
CCOC(=O)N1CCN(CC(O)COCc2cc(OC)c(OC)c(OC)c2)CC1 (centres undefined)
    4	-2.3	-2	0.2	2	0.6	-0.2	-0.8	4.0	5	-0.2
CCN(CC(=O)Nc1ccc(NC(C)=O)cc1)C(=O)c1ccc(C(=O)c2ccccc2)cc1
    2	0.4	-1	-0.9	1	-1.4	-3.0	0.6	2.1	-3	-0.8
C#CCOCCOCCOCCNc1nc(N2CCN(C(=O)[C@H](CCCCN)n3cc(CCCC)nn3)CC2)nc(N2CCN(C(=O)[C@H](CCCCN)n3cc(CCC(=O)O)nn3)CC2)n1
    -5	0.3	1	-0.1	-1	-0.7	2.1	-0.3	1.4	-8	-1.5

(list continues)
The line under a structure holds: ADAM17 inh	hcDAF12 agonist	SMARCA2 act	DAX1 inh-1	NPR1 activator	hgDAF-12 ag	PG9 binder	DAX1 inh-2	FXN GAA850 act	ADAM10 inh	ssDAF12 agonist
COc1cccc(C2c3[nH]c4ccccc4c3C[C@H]3C(=O)N(CCCCCO)CC(=O)N23)c1 (some centres undefined)
    4	-0.5	-3	0.4	-14	-0.9	0.4	-0.6	0.4	6	0.5
CCOC(=O)c1c(C)n(CCNC(C)=O)c2ccc(O)cc12
    -3	-0.7	1	0.9	-1	1.3	-2.4	0.2	1.7	-4	-1.4
CCCn1nc(NS(=O)(=O)c2cccc3nonc23)c2cc3ccccc3nc21
    -1	4.5	-2	0.0	1	0.1	-1.5	-0.4	0.6	3	0.1
O=C(CCc1n[nH]c(=O)[nH]c1=O)N1CCCCC1
    -3	0.1	-2	-0.5	0	0.5	-1.6	0.5	0.8	-12	-1.3
CC(C)N(C)c1ncnc2c1ncn2[C@H]1CN(Cc2ccco2)C[C@@H](CO)O1
    -1	-2.0	-1	0.0	3	0.2	0.5	x	0.1	-2	-1.7
COC(CNC(=O)c1ccc2c(c1)ncn2-c1ccc(C)cc1C)OC
    1	0.7	1	-0.1	-3	0.5	-0.9	-0.4	-0.3	5	-1.5
C[C@@H]1C=CCCO[C@]12C(=O)N(Cc1ccc(F)cc1)c1cccc(Br)c12
    2	-1.4	-4	0.6	1	-3.9	-1.6	x	x	5	-0.7
O=C1CC(N2CCC(c3nc4ccccc4[nH]3)CC2)C(=O)N1c1ccccc1F (centres undefined)
    -2	-1.5	-1	0.2	1	-0.1	-3.3	0.4	0.2	-14	-0.8
COc1cc2c(C(=O)N3CCN(Cc4ccc5c(c4)OCO5)CC3)cn(C)c(=O)c2cc1OC
    -3	-2.4	-4	-0.3	-3	2.0	1.3	-0.9	0.7	-24	-1.2
O=S1(=O)CC/C(=N\Nc2ccc(F)cc2)c2ccsc21
    2	-1.6	-2	-0.1	2	1.0	-0.2	0.5	1.5	0	-0.9
O=C(CCS(=O)(=O)c1ccc(Cl)cc1)Nc1nccs1
    -1	0.7	3	1.3	3	0.3	-0.6	-0.1	-0.9	-5	-0.8
Cc1ccc(C2CC(c3cccs3)=NN2C(=O)CSc2nc3ccccc3o2)cc1 (centres undefined)
    -10	0.6	-3	-0.4	2	-0.3	-0.7	0.4	2.4	-38	-1.4
CN1C(=O)C(C)(C)c2cc(S(=O)(=O)N3CCN(c4ccccc4)CC3)ccc21
    -4	0.5	0	0.5	0	2.8	-0.7	0.7	0.2	-5	-1.2
COc1ccc(CN(Cc2ccc(OC)cc2)C(=O)c2cccs2)cc1
    -8	-1.7	0	0.2	-1	-0.4	-2.0	x	1.1	6	-1.7
CCOc1cc(NC(=S)NC)c(OCC)cc1NC(=O)c1ccc(OC)cc1
    0	-1.5	-2	-0.9	-4	-3.0	-1.7	-0.7	0.3	-4	-1.4
COc1ccc(NC2CC(=O)N(c3ccccc3)C2=O)cc1 (centres undefined)
    -3	-0.5	1	0.0	6	1.9	0.5	1.9	-0.8	-6	-0.9
COc1c(C(=O)NC(=S)Nc2nnn(C)n2)cc2ccccc2c1Br
    -1	-2.9	-2	0.1	4	-3.6	-0.7	-0.1	1.2	7	-0.6
COC(=O)c1cc(S(=O)(=O)N2CCCN(C(C)=O)CC2)cn1C
    0	0.0	0	-1.0	0	0.8	x	x	x	-1	-1.5
CCN(C(=O)Cn1nnc(-c2ccncc2)n1)c1ccccc1
    -3	-1.9	-6	-0.6	4	0.6	x	x	x	-8	-1.4
COc1ccc(C(C(=O)NC2CCCC2)N(C(=O)c2csnn2)C2CCCC2)cc1 (centres undefined)
    -1	-0.3	-3	-0.4	-26	-1.1	-1.9	-0.8	-1.4	-3	-0.8
Cc1ccc(N2C(=O)N(CC(=O)Nc3cc(F)ccc3C)C(=O)C2C)cc1 (centres undefined)
    -8	0.7	-2	-0.5	4	1.2	0.5	-1.4	2.7	2	-0.3
CCCC(=O)Nc1sc(C)c(C)c1C(=O)Nc1cccc(C)c1
    1	-1.6	0	-0.6	-3	1.4	0.8	0.5	3.5	8	-1.9
CCN1C(=O)/C(=c2\sc3nc(=O)c(Cc4ccccc4)nn3c2=O)c2ccccc21
    -1	-0.9	-2	0.3	0	0.4	-0.5	0.8	1.9	-3	-0.5
COC(=O)c1sccc1NC(=O)c1cc(-c2ccc(C)cc2C)nc2ccccc12
    -2	2.1	0	-0.5	-1	1.6	0.0	-0.5	-1.1	-6	-0.2
COc1ccc(-n2nc(C(=O)NCC(=O)N3CCN(c4ccccc4OC)CC3)c3ccccc3c2=O)cc1OC
    2	-2.3	-1	0.1	5	-0.8	1.3	-0.3	-2.3	-2	-1.7
Cc1ccccc1NC(=O)NCCc1nc2ccccc2[nH]1
    -2	0.8	-1	-0.5	-2	-1.1	-1.4	0.4	-0.5	3	-0.7
Oc1ccccc1NCC(O)Cn1ccc2ccccc21 (centres undefined)
    -1	1.8	2	-0.6	2	-1.6	-2.9	-0.9	1.1	-10	-1.0
O=C(CNC(=O)c1ccco1)OCC(=O)c1ccc(Cl)cc1
    -4	-1.2	-2	0.1	2	-0.7	1.5	-0.8	1.5	4	-1.5
CCCN1Cc2cccc(C(=O)Nc3ccc(CC)cc3)c2C1=O
    1	-1.3	-3	0.1	4	-1.4	-2.9	0.9	0.0	-2	-1.4
OCC[C@@H]1C[C@@H](O)[C@H](O)[C@@]2(OCc3ccccc32)O1
    -3	-1.0	0	-0.1	1	0.1	-0.2	0.7	-0.3	0	-1.1
CCOC(=O)C1CCN(S(=O)(=O)c2cc3c(cc2C)NC(=O)CO3)CC1
    0	-0.5	0	-0.1	0	-1.6	0.3	0.3	0.4	-11	-0.9
Cc1cc(=O)oc(C)c1C(=O)NCCCN1CCN(c2ccccc2F)CC1
    0	-1.1	-3	0.9	0	-2.6	-1.1	-0.2	0.2	3	-1.8
CC1(c2ccccc2)NC(=O)N(CC(=O)Nc2ccccc2C(=O)NC2CC2)C1=O (centres undefined)
    -3	-0.5	-1	0.7	2	-2.8	1.7	0.1	-0.2	-5	-0.9
O=C(CNC(=O)c1ccccc1)NCC(=O)OCC(=O)c1ccccc1Cl
    -5	-0.1	1	0.3	5	-0.1	-0.9	0.9	-1.1	-7	-1.3
COc1cc2c3nnc(-c4ccccc4)c-3cn(Cc3ccccc3F)c2cc1OC
    -228	-2.2	9.9*	-0.3	19	-2.2	-0.5	x	x	i	-1.3
CN1CCC(N(C)C(=O)/C(C#N)=C/c2ccc(OC(F)F)cc2)CC1
    -3	-0.1	-3	-0.2	3	-1.4	-1.8	1.5	1.7	-3	-1.5
COc1ccccc1Cn1c(C)c(C(=O)NCc2cccc(C)c2)sc1=O
    -2	-1.9	-2	-0.8	-2	-1.9	0.6	x	0.8	-2	-1.1
Cc1ccccc1CN1C(=O)c2ccccc2S(=O)c2ccc(C(=O)NCCCN3CCOCC3)cc21 (centres undefined)
    -2	-0.1	-3	-0.5	0	-1.9	-2.6	1.9	-0.8	-6	-1.4
CCCCN(C)C(=O)c1sc(=O)n(Cc2ccccc2C#N)c1C
    -1	-1.7	2	0.9	-1	0.8	-1.5	x	-0.9	1	-1.3
Cc1noc(C)c1S(=O)(=O)N(C)C[C@H]1Oc2c(cccc2N(C)C)C(=O)N([C@H](C)CO)C[C@@H]1C
    -2	-0.5	1	-1.0	-1	0.7	1.6	-0.8	1.2	-1	-0.5
CCCc1nnc(NC(=O)CS(=O)(=O)c2ccccc2)s1
    0	-3.4	0	0.0	1	0.5	1.9	2.1	0.0	-1	-1.2
COc1ccccc1-c1c(C)nn2c(N3CCC4(CC3)OCCO4)cc(C)nc12
    1	-0.8	-4	0.4	0	-0.9	0.2	1.2	1.8	-5	-1.5
COCCNC(=O)CN(C(=O)c1ccc(N2CCCC2)nc1)c1ccc(Cl)cc1
    -3	-1.2	-3	-0.3	1	-2.9	-0.6	-0.6	0.1	1	-1.6
CCOC(=O)c1ccc(N/C=C/C(=O)C(C)(C)C)cc1
    -4	-0.6	4	1.6	-2	13*	-0.2	2.9	2.4	5	0.1

Bioassay records (PubChem BioAssay)
